From PubChem BioAssay
RGS4-Gao reg = human RGS4-Galphao interaction regulation; Multiplexed bead flow cytometry, RGS4-Galphao binding; actives lie on both sides; binding response (% of control), % at 10 µM; P09471; 220,000 compounds, 0.33% hits; AID 1415; in the data active = binding response below about 49% or above about 150%; inactive = in between;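 note: fluorescent Galphao activated with aluminum fluoride binding bead-coupled RGS4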
Target sequence (P09471 whole entry, looked up): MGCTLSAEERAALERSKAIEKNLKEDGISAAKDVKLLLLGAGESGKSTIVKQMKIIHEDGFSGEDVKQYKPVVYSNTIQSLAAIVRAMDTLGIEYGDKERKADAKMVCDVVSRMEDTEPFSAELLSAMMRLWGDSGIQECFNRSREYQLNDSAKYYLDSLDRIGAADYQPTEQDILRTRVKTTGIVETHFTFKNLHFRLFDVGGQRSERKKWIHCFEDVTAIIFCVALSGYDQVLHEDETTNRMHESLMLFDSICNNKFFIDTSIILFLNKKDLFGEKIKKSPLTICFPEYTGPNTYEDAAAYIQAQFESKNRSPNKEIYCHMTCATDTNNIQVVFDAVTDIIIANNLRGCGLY
RGS7-Gao = regulators of human RGS7-Galphao interaction | binding response (% of control), % at 10 µM | AID 1439 | 220,000 compounds, 0.35% hits | Multiplexed bead flow cytometry, RGS7-Galphao binding; actives lie on both sides; in the data active = binding response below about 49% or above about 150%; inconclusive = no clear call, values can overlap the other calls; inactive = in between;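 note: fluorescent Galphao held in activated GDP-AlF4 state binding bead-coupled RGS7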
RGS8-Gao reg = human RGS8-Galphao interaction regulation; AID 1423; response (percent of control binding), % at 10 µM; P09471; multiplexed bead flow cytometry, RGS8-Galphao binding; actives lie on both sides; 220,000 compounds, 0.34% hits; in the data active = response below about 60% or above about 140%; inactive = in between;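 note: Galphao activated as the GDP aluminium fluoride complex binding bead-coupled RGS8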
The depositor's hits bear a star; ? = inconclusive. Only part of the results is shown, so the mix of outcomes need not match the whole.

canonical_smiles	RGS4-Gao reg	RGS7-Gao	RGS8-Gao reg
NCCc1nnc(SCc2ccccc2Cl)o1	101	?	99
N#Cc1cccnc1Oc1ccccc1	102	?	102
COc1ccc(/C=C2\SC(=S)N(CC(=O)N3CCN(C)CC3)C2=O)cc1	105	?	101
C/C(=N\NC(=O)c1ccc(NS(=O)(=O)c2cccs2)cc1)c1ccccn1	131	?	122
COc1ccc(CCN2C(=NC(=O)CC(C)C)SC3CS(=O)(=O)CC32)cc1OC (stereo not drawn)	105	?	102
COc1ccc(C(=O)/C=C/Sc2nc3ccccc3o2)cc1	98	?	95
CCOC(=O)C1CCN(S(=O)(=O)c2ccc(-c3ccccn3)s2)CC1	86	?	95
NNC(=O)CNc1cccc(Br)c1	102	?	100
COc1ccc(C(=O)CSc2nnc3n2CCCN3C(=O)Nc2ccccc2)cc1	94	?	98
O=C(CCC(=O)Nc1nnc(C2CCCCC2)s1)NCc1ccccc1	101	?	102
Cc1ncc([N+](=O)[O-])n1CCOC(=O)NC(Nc1ccc(F)cc1)C(Cl)(Cl)Cl (stereo not drawn)	102	?	101
C=CCc1cccc2cc(C(=O)Nc3cccc(C(=O)O)c3)c(=O)oc12	100	?	99
N#Cc1nccnc1N1CCN(C(=O)Nc2ccccc2)CC1	99	?	98
Cc1ccc(/C=N/n2c(-c3cccc(Cl)c3)n[nH]c2=S)o1	101	?	101
COC1=C/C(=C/c2c(N)n3c(nc2=O)sc2cc(S(C)(=O)=O)ccc23)C=CC1=O	91	?	98
C/C(=N\NC(=O)Cn1ccc(C(F)(F)F)n1)c1ccc(N2CCOCC2)cc1	102	?	102
COc1ccc(/C(C)=N\O)cc1OC	102	?	99
N#CC1=C2N=C(N)c3ccccc3N2C2=C(C(=O)CCC2)C1c1ccc(F)cc1 (stereo not drawn)	98	?	99
CCOc1nc(-c2ccccc2Cl)nc2ccccc12	102	?	102
CNC(=O)CN1C(=O)NC(Cc2c[nH]c3ccccc23)C1=O (stereo not drawn)	106	?	104
Cc1cccc(Nc2nc(N)c([N+](=O)[O-])c(NCCO)n2)c1	93	?	99
O=C1CC(C(F)(F)F)=NN1	99	?	100
Cn1cccc1/C=N/N1CCN(Cc2ccccc2)CC1	102	?	99
CCc1ccc(NC(=O)C2CCCN2S(=O)(=O)c2ccc3c(c2)n(C)c(=O)c(=O)n3C)cc1 (stereo not drawn)	103	?	100
O=C(Nc1ccc(CN2CCCCC2)cc1)c1sc2ccccc2c1Cl	100	?	102
O=c1ccnc(Nc2ccc(Cl)cc2)[nH]1	101	?	100
O=C(O)C#Cc1cccc2ccccc12	101	?	101
Cc1c(N2C(=O)C3C4C=CC(C4)C3C2=O)c(=O)n(-c2ccccc2)n1C (stereo not drawn)	98	?	100
COc1ccc(C(CCN2CCOCC2)c2c(OC)cc(OC)c3c(C)cc(=O)oc23)cc1 (stereo not drawn)	99	?	105
O=C(Cc1ccccc1)Nc1c(Cl)ccc2nsnc12	86	?	94
O=S(=O)(NC1CCN(Cc2ccccc2)CC1)c1ccc(Cl)cc1	116	?	108
Cc1ccc(-c2csc(C3=C(O)CN(NC(=O)c4ccco4)C3=N)n2)cc1	93	?	99
CCn1c(NCc2cc(Cl)ccc2O)nc2ccccc21	101	?	103
O=C1/C(=C/c2ccncc2)CCc2ccccc21	101	?	102
N#Cc1ccc(S(=O)(=O)N2CCN(c3ncccn3)CC2)cc1	106	?	104
O=C(CN1CCc2ccccc21)NN1CC(=O)N(c2ccc(Cl)cc2)CC1=O	100	?	102
CCN(CC)S(=O)(=O)c1cc(NC(=O)C2Cc3ccccc3C(=O)O2)ccc1C (stereo not drawn)	106	?	104
CC(C)c1ccccc1NC(=O)CNCCc1ccc(C(F)(F)F)cc1	106	?	108
COc1ccc(CN2C=C3C(=O)C(C)(OC(=O)CCc4ccccc4)C(=O)C=C3C=C2c2ccc(C#N)cc2)cc1 (stereo not drawn)	104	?	102
COc1cc(O)c(C(CC(=O)N2CCCC2)c2cc(OC)c(OC)c(OC)c2)c(OC)c1 (stereo not drawn)	99	?	100

Next part, starting with the last 6 of the part before.
canonical_smiles	RGS4-Gao reg	RGS7-Gao	RGS8-Gao reg
N#Cc1ccc(S(=O)(=O)N2CCN(c3ncccn3)CC2)cc1	106	?	104
O=C(CN1CCc2ccccc21)NN1CC(=O)N(c2ccc(Cl)cc2)CC1=O	100	?	102
CCN(CC)S(=O)(=O)c1cc(NC(=O)C2Cc3ccccc3C(=O)O2)ccc1C (stereo not drawn)	106	?	104
CC(C)c1ccccc1NC(=O)CNCCc1ccc(C(F)(F)F)cc1	106	?	108
COc1ccc(CN2C=C3C(=O)C(C)(OC(=O)CCc4ccccc4)C(=O)C=C3C=C2c2ccc(C#N)cc2)cc1 (stereo not drawn)	104	?	102
COc1cc(O)c(C(CC(=O)N2CCCC2)c2cc(OC)c(OC)c(OC)c2)c(OC)c1 (stereo not drawn)	99	?	100
C=CCC(CC(O)COCCC)C(=O)NNC(=S)Nc1ccccc1 (stereo not drawn)	104	?	102
CC(c1ccccc1)C1CC(=O)N(c2cc(Cl)ccn2)C1=O (stereo not drawn)	108	?	103
CCSc1n[nH]c2nc3c(c(=O)n12)C1(CCCCC1)Cc1ccccc1-3	107	?	101
C=C(C)COc1ccc(-c2[nH]ncc2-c2ccc(OC)cc2)c(O)c1	102	?	102
CCOC(=O)c1c(C)[nH]c(C(=O)COC(=O)c2ccc(O)cc2O)c1C	111	?	104
COc1ccc(-c2noc(C3CCCN(C(=O)c4ccc(C)cc4)C3)n2)cc1 (stereo not drawn)	100	?	99
Cc1ccc(NCC(=O)N=Nc2c(O)[nH]c3ccc([N+](=O)[O-])cc23)cc1	99	?	100
COC(=O)Cc1[nH]nc2c1C(c1ccc(O)c(OC)c1)C(C#N)=C(N)O2 (stereo not drawn)	95	?	94
COCCNC(=O)c1ccc2c3n(nc2c1)-c1ccccc1CO3	96	?	98
COc1ccc(/C(C)=N/NC(=O)OC(C)(C)C)cc1[N+](=O)[O-]	81	?	91
COc1ccccc1/C=C/C=C1\Oc2c(ccc(O)c2CN(C)C)C1=O	112	?	101
C=CCNC(=O)CSc1ncc2c(n1)-c1c(csc1SC)CC2	97	?	100
O=S(=O)([N-]c1nc2ccccc2nc1-n1cc[n+](Cc2ccccc2)c1)c1ccc(Cl)cc1	99	?	99
Cc1ccsc1C(=O)Nc1nc2ccccc2[nH]1	80	?	90
O=[N+]([O-])c1ccc(OCC(O)CNCCNc2nccc(C(F)(F)F)n2)cc1 (stereo not drawn)	111	?	119
Cc1ccc(C(=O)Cn2nnc3ccccc32)cc1[N+](=O)[O-]	96	?	99
Cc1nc2ccccc2c2c1CC(C(C)(Cl)Br)O2 (stereo not drawn)	97	?	101
Nc1nnc(SCc2c(F)cccc2Cl)s1	97	?	101
CC(C)[C@H](NC(=O)c1ccc(Cl)c([N+](=O)[O-])c1)C(=O)O	99	?	101
O=C(Cn1c(=O)oc2cc(S(=O)(=O)N3CCCC3)ccc21)Nc1ccccc1Br	94	?	96
CC(=O)c1cccc(Nc2cc(C)nc3c(C)cccc23)c1	110	?	107
CC(=O)Nc1cccc(Oc2nc(-c3ccccn3)nc3ccccc23)c1	97	?	97
C1CCc2c(nc3nnnn3c2NCC2CC2)C1	102	?	103
COCCNc1nc(C)cc(-c2cc(C(=O)NC3CCCC3)on2)n1	110	?	108
CC(C(=O)Nc1ccc2c(c1)OCO2)N1CCN(C)CC1 (stereo not drawn)	97	?	100
O=C(Cc1cccs1)N/N=C/C=C/c1ccccc1[N+](=O)[O-]	98	?	99
CCOC(=O)C1=C(C)NC(=S)N(C(C)=O)C1c1ccc(OC)c(OC)c1 (stereo not drawn)	60	?	79
NC(=O)CCn1cnc2ccccc21	97	?	102
COc1cc(NC(=O)C(Cc2ccccc2)n2cccc2)cc(OC)c1 (stereo not drawn)	102	?	100
COC(=O)c1c(C)oc(C)c1S(=O)(=O)NCc1ccco1	102	?	99
CSC1=N/C(=C/c2ccc(-n3cncn3)cc2)C(=O)N1	97	?	99
Cc1ccc(CSc2nnc(SCC(=O)N/N=C/c3ccccc3OCC(=O)O)s2)cc1	98	?	98
CCCCC(CCC(=O)O)(C(=O)OCC)c1csc(Nc2ccc(OCC)cc2)n1 (stereo not drawn)	99	?	102
Nc1ccccc1SCc1c(Cl)cccc1Cl	102	?	98
COC(=O)c1cnc(NNS(=O)(=O)c2ccc(C(F)(F)F)cc2)nc1C(F)(F)F	91	?	97
CC1(c2nnc(-c3ccc(Cl)cc3)o2)CC(c2ccc([N+](=O)[O-])cc2)=NO1 (stereo not drawn)	105	?	101
O=C1CC(Cc2ccc(Cl)cc2)C(=O)N1c1cc(Cl)ccn1 (stereo not drawn)	100	?	99
CN(C)C(=S)NC(=O)C12CC3CC(C)(CC(C)(C3)C1)C2	95	?	94
COC(=O)c1cccnc1Oc1ccccc1	116	?	110
NCc1c(O)ccc2ccccc12	100	?	99
COc1cc(-c2cc(C(=O)Nc3ccc(S(=O)(=O)Nc4ncccn4)cc3)c3ccccc3n2)cc(OC)c1OC	106	?	103
C=CCNC(=O)NC(=O)COC(=O)[C@H](C)NS(=O)(=O)c1c(C)c(C)cc(C)c1C	96	?	96
CCCn1cc(CN2CCC(N3CCC(C(=O)N4CCOCC4)CC3)CC2)c(C)n1	72	?	86
Cn1c(=O)oc2cc(S(=O)(=O)NCc3ccc(C(=O)O)cc3)ccc21	97	?	99
CN1CCCN(C(=O)c2cc(-c3cccc4ccccc34)nc3ccccc23)CC1	98	?	102
O=C(O)CC1S/C(=N/N=C/c2ccccn2)NC1=O (stereo not drawn)	97	?	98
COc1cc2[nH]c3ccccc3c2cc1C	99	?	98
C/C(=N\NC(=O)c1ccc2nc[nH]c2c1)c1ccc([N+](=O)[O-])cc1	102	?	101
CC(C)CCSc1nnc(N)s1	100	?	101
COc1ccc(NC(=O)c2nc[nH]c2C(=O)N[C@@H](C)C(=O)OC(C)(C)C)cc1	119	?	111
O=C(C1CCC(CNc2c(N3CCCCC3)c(=O)c2=O)CC1)N1CCCC1 (stereo not drawn)	104	?	104
COc1cc(NC(=O)COC(=O)c2cnccn2)c(C)cc1[N+](=O)[O-]	106	?	104
CC(C)(C)S(=O)(=O)/C(C#N)=C/Nc1ccccn1	99	?	99
COC(=O)c1ccc(-c2ccc([C@H]3[C@H]4C=CC[C@@H](C)[C@@H]4C(=O)N3Cc3ccccc3)c(F)c2)cc1	111	?	109
Cc1ccc2c(c1)C(=O)CC1(CCC(C(C)(C)C)CC1)O2 (stereo not drawn)	89	?	99
COc1ccc(C2=NN(CC(=O)Nc3ccccc3C)C(=O)CC2)cc1	94	?	95
Cn1nccc1NC(=O)COCC(=O)O	104	?	102
O=C(O)CCn1cc(C(=O)O)c(-c2ccccc2)n1	105	?	101
Cc1[nH]n(-c2ccccc2)c(=O)c1C=Nc1ccc(S(=O)(=O)NC(N)=O)cc1	103	?	99
O=C(c1ccc(N2CCCC2)c([N+](=O)[O-])c1)N1CCN(CCO)CC1	83	?	96

Going on with the list:
canonical_smiles	RGS4-Gao reg	RGS7-Gao	RGS8-Gao reg
COC(=O)c1noc(C)c1-c1ccnn1C(=O)c1ccc(C)cc1	96	?	102
Cc1cccn2c(=O)c(/C=C3\SC(=S)NC3=O)c(NCCCN3CCOCC3)nc12	98	?	96
COc1ccc(C(CCN2CCN(c3ccccc3)CC2)c2c(OC)cc(OC)c3c(-c4ccccc4)cc(=O)oc23)cc1 (stereo not drawn)	97	?	96
Cc1nn(-c2ccccc2)c(N)c1N=O	106	?	103
O=C(Nc1ccc(N2CCOCC2)cc1)c1cc(-c2ccncc2)nc2ccccc12	100	?	100
Cc1nc2c(=O)n(-c3ccc(F)c(Cl)c3)nc(C)c2s1	89	?	93
Cc1ccc2[nH]c3c(Cl)ncnc3c2c1	103	?	103
O=C1CCCC(O)=C1N=Nc1c(Cl)cc(C(F)(F)F)cc1Cl	105	?	102
CCOC(=O)C1CCCN(c2c(NCCc3ccccc3)c(=O)c2=O)C1 (stereo not drawn)	105	?	103
